# Assay outcomes from PubChem BioAssay.
# HBB splicing: qHTS Assay for Modulators of Hemoglobin Beta Chain Splicing. HBB splicing reporter cell assay, activation; EGFP reporter with mutant IVS2-654 intron; response scale: normalised to 500 nM splice-correcting PNA. Potency, µM (doses to about 46.1 µM), for the others: at the highest dose activation, most hits filed as activators. hit rate 0.06% among 65,000. AID 925, 2007; also: potency is read from the fitted curve at half-maximal effect; 0% is about no effect
#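 HeLa cells stably expressing EGFP interrupted by mutant beta-globin intron 2 (IVS2-654), 500/well in 2% FCS. Treated with compound for 2 days at 37C. Splicing correction scored as total well GFP intensity (488 nm excitation, 500-520 nm emission); 500 nM antisense PNA served as control.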
# Hsp90 Hop PPI: qHTS Assay for Disrupters of an Hsp90 Co-Chaperone Interaction. AlphaScreen TPR2A-His6 binding biotin-Hsp90 C-terminal peptide. Hsp90 C-terminal peptide / TPR2A (Hop) interaction, human. Potency, µM (top dose mostly 57 µM), for inactives: top-dose activity change, negative = inhibition. hit rate 0.44% among 71,000; active = well fitted curve in either direction with a large enough effect; inconclusive = small, poorly fitted or top-dose-only effect, or another doubt; also: potency is read from the fitted curve at half-maximal effect; % is scaled to controls: 0 for no effect and ±100 for the full control effect; many of its hits are not listed in these tables
# UbGFP stabilizer: Ubiquitin-GFP Assay; Ubiquitin-GFP reporter cells, proteasome inhibition, GFP fluorescence; response scale: untreated = 0%, 10 µM MG-132 = 100%; Potency, µM (doses to about 45.9 µM), without a hit: at the highest dose activation (GFP accumulation), most hits filed as activators; 67,000 tested, under 10 active; AID 526, 2006; active = well fitted activation curve with a large enough effect, not every such curve was filed as active; inconclusive = small, poorly fitted or top-dose-only effect, or another doubt; inactive = no such curve, though single readings can be large or run the other way; also: potency is read from the fitted curve at half-maximal effect
#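 U2OS cells stably expressing ubiquitin(G76V)-GFP, seeded overnight in 0.5% FBS medium, were exposed to compounds (qHTS, 46 uM to 2.9 nM) for 4 hr at 37 °C. GFP-positive cells were counted by laser cytometry (488 ex/515 em), normalized between basal and 10 uM MG-132.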
# ALOX15 inhib: qHTS Assay for Inhibitors of 15-hLO (15-human lipoxygenase); purified 15hLO-1, xylenol orange hydroperoxide absorbance; Potency, µM (doses to about 57.1 µM), for inactives: at the top dose activity change, negative = inhibition, most hits filed as inhibitors; hit rate 1.4% among 74,000; also: potency is read from the fitted curve at half-maximal effect; % is scaled to controls: 0 for no effect and ±100 for the full control effect; nearly all actives have a fitted effect of over 55% in size
# Target sequence (P16050 whole entry, looked up): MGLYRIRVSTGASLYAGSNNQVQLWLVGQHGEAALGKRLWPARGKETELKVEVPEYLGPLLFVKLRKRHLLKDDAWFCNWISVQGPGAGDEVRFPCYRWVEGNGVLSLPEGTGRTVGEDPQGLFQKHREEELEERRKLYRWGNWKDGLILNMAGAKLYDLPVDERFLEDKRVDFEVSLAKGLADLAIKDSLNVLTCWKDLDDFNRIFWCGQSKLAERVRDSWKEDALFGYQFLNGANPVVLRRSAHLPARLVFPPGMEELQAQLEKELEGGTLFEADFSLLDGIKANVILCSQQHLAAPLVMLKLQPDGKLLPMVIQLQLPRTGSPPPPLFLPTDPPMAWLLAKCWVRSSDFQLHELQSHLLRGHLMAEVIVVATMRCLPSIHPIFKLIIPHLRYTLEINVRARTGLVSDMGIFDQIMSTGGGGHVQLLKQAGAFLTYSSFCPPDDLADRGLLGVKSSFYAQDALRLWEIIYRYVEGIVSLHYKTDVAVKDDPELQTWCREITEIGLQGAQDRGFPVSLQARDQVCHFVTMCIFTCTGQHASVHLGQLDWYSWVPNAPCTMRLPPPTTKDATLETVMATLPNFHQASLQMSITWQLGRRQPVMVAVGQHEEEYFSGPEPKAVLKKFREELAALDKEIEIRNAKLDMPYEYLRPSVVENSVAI
#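 Hydroperoxide formed from arachidonic acid (50 uM) by purified human 15hLO-1 (40 nM) oxidizes ferrous iron, and the ferric-xylenol orange complex is read at 573 versus 405 nm. Compounds were preincubated 15 min; reaction ran 6 min at room temperature.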
# HADH2 inhib: qHTS Assay for Inhibitors of HADH2 (Hydroxyacyl-Coenzyme A Dehydrogenase, Type II); Potency, µM (titrated, usually from 57.1 µM), for inactives: at the highest dose activity change, negative = inhibition, actives largely listed as inhibitors; recombinant HADH2, NADH fluorescence, beta-hydroxybutyryl-CoA; AID 886, 2007; hit rate 3.4% among 73,000; 3-hydroxyacyl-CoA dehydrogenase type-2 (Homo sapiens), Q99714; also: potency is read from the fitted curve at half-maximal effect; % is scaled to controls: 0 for no effect and ±100 for the full control effect; nearly all actives have a fitted effect of over 60% in size; many of its hits are not listed in these tables
# Target sequence (Q99714 whole entry, looked up, one chain of several): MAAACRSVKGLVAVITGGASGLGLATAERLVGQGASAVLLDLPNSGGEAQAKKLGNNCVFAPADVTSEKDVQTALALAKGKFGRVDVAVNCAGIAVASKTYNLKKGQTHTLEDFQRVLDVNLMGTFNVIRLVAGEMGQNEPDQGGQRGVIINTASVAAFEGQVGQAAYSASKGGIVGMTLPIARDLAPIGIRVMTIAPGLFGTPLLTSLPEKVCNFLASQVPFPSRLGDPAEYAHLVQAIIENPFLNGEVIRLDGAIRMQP
#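 Read-out: 360 nm excitation, 450 nm emission, kinetic over 4 min. Conditions: His-tagged human HADH2 20 nM, pH 9.0 Tris with Tween-20, 1 mM NAD+, 90 uM beta-hydroxybutyryl-CoA.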
# DNA Pol III inh: qHTS Assay for Inhibitors of DNA Polymerase III Holoenzyme System | reconstituted DNA polymerase III holoenzyme replication, biochemical | Potency, µM (doses to about 57.1 µM), without a hit: at the highest dose activity change, negative = inhibition | hit rate 0.25% among 71,000; also: potency is read from the fitted curve at half-maximal effect; % is scaled to controls: 0 for no effect and ±100 for the full control effect
#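 Reconstituted *E. coli* holoenzyme (0.35 nM Pol III, 1 nM beta, 154 nM SSB, 2 nM primase) was preincubated with compound for 15 min at RT. Synthesis on 1.4 nM ssM13Gori ran 35 min, then was stopped with PicoGreen/EDTA and read as dsDNA fluorescence.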
# Texas Red fluor: qHTS Assay for Spectroscopic Profiling in Texas Red Spectral Region | Compound fluorescence, Texas Red channel, 547/618 nm; stronger effect = higher value | max dye-equivalent concentration, M | hit rate 0.06% among 59,000 | AID 587, 2007; in the data active = max dye-equivalent concentration above about 10 nM; inconclusive = between about 1.1 nM and that limit
#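 Spectral interference profiling: each compound concentration's relative fluorescence, read with a 547 nm excitation and 618 nm emission filter pair, was normalized to a per-plate Texas Red standard curve.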
# 4-MU autofl: qHTS Assay for Spectroscopic Profiling in 4-MU Spectral Region | compound autofluorescence, 340/450 nm, 4-MU equivalents; stronger effect = higher value | max dye-equivalent concentration, M | hit rate 11% among 59,000 | AID 589, 2007; in the data active = max dye-equivalent concentration above about 10 nM; inconclusive = mostly about 1.1 nM to 9.6 nM
#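 Compounds in 100 mM Tris, pH 8.0, incubated 15 min at room temperature, then fluorescence read at 340 nm excitation/450 nm emission. Signal converted to 4-MU dye-equivalent concentration using an on-plate six-point 4-MU standard curve.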
# Epigenetic mod: qHTS Assay for Epigenetic Modulators. mouse C127i GFP locus derepression, cytometry, 30 h. Potency, µM (doses to about 46.1 µM), without a hit: at the top dose GFP derepression (activation). hit rate 0.09% among 68,000; also: % of control where 0% means no effect
#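 Locus derepression in mouse mammary C127i cells whose integrated CMV-GFP reporter is normally silent; GFP expression after 30 h compound treatment was quantified by counting fluorescent cells.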
# Fluorescein fluor: qHTS Assay for Spectroscopic Profiling in Fluorescein Spectral Region. max fluorescein-equivalent concentration, M. Compound autofluorescence, 480/540 nm, fluorescein-equivalent; stronger effect = higher value. AID 593, 2007. hit rate 0.91% among 59,000; in the data active = max fluorescein-equivalent concentration above about 10 nM; inconclusive = between about 1.1 nM and that limit
#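 In this qHTS profile, compound fluorescence was measured with a 480 nm/540 nm filter pair following a 15-min room-temperature incubation in 100 mM Tris (pH 8.0). A six-point fluorescein series on each plate served for normalization.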
# Rhodamine fluor: qHTS Assay for Spectroscopic Profiling in Rhodamine Spectral Region; max dye-equivalent concentration, M; Rhodamine-region fluorescence, 547/598 nm, Tris buffer; stronger effect = higher value; hit rate 0.05% among 59,000; in the data active = max dye-equivalent concentration above about 11 nM; inconclusive = between about 1.1 nM and that limit
#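 Intrinsic compound fluorescence, ex 547 / em 598 nm, CCD imager. Tris 100 mM pH 8.0; 15 min RT. Output = rhodamine dye-equivalent concentration at each compound concentration.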
# Active calls of the source: *; i = inactive; ? = inconclusive; . = no result given; [ ] = dose if it differs, or a comment. Unless noted, calls follow the shape of the dose curve; as a rule, active = well fitted curve in the direction sought with a large enough effect; inconclusive = small, poorly fitted or top-dose-only effect, or another doubt; inactive = no such curve, though single readings can be large; an effect the other way counts as inactive or inconclusive.
SMILES,HBB splicing,Hsp90 Hop PPI,UbGFP stabilizer,ALOX15 inhib,HADH2 inhib,DNA Pol III inh,Texas Red fluor,4-MU autofl,Epigenetic mod,Fluorescein fluor,Rhodamine fluor
COc1cccc(OCc2nc3ncc(Br)cc3[nH]2)c1,1.6%[57.5 µM],0.8%,1.8%,4.5%,7.1%,4.1%,i,i,0.0%,i,i
CC(CC(C)C(=O)N1CCOCCN(C(=O)C(C)CC(C)C(=O)O)CCOCC1)C(=O)O (stereo unspecified),.,2.4%,-4.9%,13.3%,-1.4%,-8.6%,i,i,1.0%,i,i
COc1ccc(-c2ccc(NCCC3=CCCCC3)nn2)cc1OC,.,-1.3%,1.8%,?,10.8%,-2.4%,i,i,1.9%,?,i
COc1c(C)cccc1C(=O)Nc1ccc(CN2CCOCC2)cc1,0.6%,-2.4%,-7.4%,-5.8%,0.6%,1.2%,?,i,-2.0%,i,i
COc1ccc(OC)c(Nc2ncnc3c2cnn3-c2ccccc2)c1,-0.2%,-7.1%,-4.8%,-15.8%,?,-7.4%,i,i,4.0%,?,i
CCOC(=O)C1=C(N)n2c(s/c(=C/c3ccco3)c2=O)=C(C(=O)OC)C1c1ccco1 (stereo unspecified),0.1%[57.5 µM],-18.0%,-1.2%,-28.1%,-16.5%,-4.8%,i,i,2.8%,i,i
CCCNC(=O)c1ccccc1NC(=O)CN(c1ccccc1OCC)S(C)(=O)=O,0.3%,-1.4%,2.6%,-0.8%,14.7%,-1.1%,i,i,2.1%,i,i
CSc1cnn(-c2ccccc2)c(=O)c1SC,4.4%,-5.9%,13.0%,-5.2%,-8.6%,-8.4%,.,.,-1.8%,.,.
Cc1ccccc1N(CC(=O)NCc1ccc2c(c1)OCO2)C(=O)CCC(=O)Nc1ccccn1,-2.3%,-6.5%,6.9%,2.3%,-0.6%,-4.4%,i,i,0.3%,?,i
CC1CCN(C(=O)CNC(=O)Cn2ccc3ccccc3c2=O)CC1,0.1%,-2.0%,4.4%,3.6%,-7.5%,-5.5%,.,.,.,.,.
O=C(CN1CCCCC1)Nc1ccc(F)c(Cl)c1,-1.6%,-2.4%,0.0%,-0.6%,8.7%,-5.5%,i,4.05e-08M*,-1.3%,i,i
COc1ccc(-c2noc(CCC(=O)NCCCN3CCC(Cc4ccccc4)CC3)n2)cc1,-1.4%,2.8%,1.3%,-4.3%,-9.5%,1.6%,i,i,0.0%,i,i
CCN(CC)CCCN1C(=O)C(=O)/C(=C(/O)c2ccccc2)C1c1cc(OC)ccc1OC (stereo unspecified),.,.,.,.,.,.,i,i,-3.8%[20.6 µM],?,i
CCC(C(=O)OC)n1cnc2c(cnn2-c2ccc(Cl)cc2)c1=O (stereo unspecified),-0.3%,-2.6%,11.7%,0.7%,16.9%,0.6%,i,i,1.2%,i,i
CCCc1c(C)c2cccc(C)c2[nH]c1=O,-1.1%[9.22 µM],-1.7%,4.2%,-10.8%,5.3%,-4.8%,.,.,-2.2%,.,.
Nc1ccc(C(=O)OCc2nc3ccccc3[nH]2)cc1,.,-0.6%,-0.8%,7.8%,-3.8%,-3.0%,i,i,-2.3%,i,i
O=C(NCN1C(=O)C2C3C=CC(C3)C2C1=O)Nc1nncs1 (stereo unspecified),0.8%,1.3%,1.3%,-3.7%,2.0%,-4.0%,i,i,0.0%,i,i
c1ccc(-n2nnnc2SCCCSc2nc3ccccc3s2)cc1,-0.2%[57.5 µM],?,2.9%,-10.7%,-20.6%,8.4%,i,?,0.6%,i,i
COc1ccc(Cl)cc1C(=O)n1nc(C)cc1C,1.0%[0.0738 µM],-0.2%[11 µM],0.0%[9.17 µM],-10.2%[11.4 µM],-5.8%[11.4 µM],0.6%[11.4 µM],.,.,-1.5%,.,.
Cc1nc2c3c(-c4ccccc4)nc(N4CCOCC4)nc3nn2c(C)c1CCC(=O)O,-0.8%,-4.4%,2.4%,0.3%,6.5%,-6.1%,i,1.08e-07M*,1.1%,?,i
Cc1ccc2c(c1)c1ncnc(N3CCC4(CC3)OCCO4)c1n2C,3.5%[0.369 µM],?,.,4.6%,31.6µM*,-1.7%,i,2.57e-06M*,2.1%,i,i
COc1ccc(C2=CC(c3sccc3C)n3nnnc3N2)cc1 (stereo unspecified),0.0%,6.7%,0.0%,-22.1%,?,1.0%,i,?,-1.0%,?,i
COc1cccc(/C=C2/CN(C)CC3=C2OC(N)=C(C#N)C3c2cccc(OC)c2)c1 (stereo unspecified),.,.,.,.,.,.,i,i,21.1%[20.6 µM],?,i
CCn1c(=O)c(=O)[nH]c2cc(C(=O)N3CCN(c4ccccc4F)CC3)ccc21,1.2%,-0.1%,-11.1%,-7.0%,-19.4%,-3.7%,?,i,0.0%,i,?
COc1ccc(Br)cc1C(=O)Nc1ccc(N2CCN(S(C)(=O)=O)CC2)cc1,-2.3%,-4.4%,-1.9%,-1.6%,7.0%,-1.8%,i,i,-4.2%,?,i
# Additional results
SMILES,HBB splicing,Hsp90 Hop PPI,UbGFP stabilizer,ALOX15 inhib,HADH2 inhib,DNA Pol III inh,Texas Red fluor,4-MU autofl,Epigenetic mod,Fluorescein fluor,Rhodamine fluor
COC(=O)CSc1nc2sc(C)c(C)c2c(=O)n1C,2.8%[0.369 µM],-0.5%,0.7%,-3.8%,-5.2%,-7.0%,i,i,0.0%,?,i
CCOCC(=O)Nc1ccc(F)c(F)c1,1.0%,-0.1%,13.4%,-3.4%,-0.1%,1.9%,i,i,0.0%,?,i
COC(=O)N1CCC[C@@]2(CCN(C(c3ccccc3)c3ccccc3)C2)C1,2.8%,-4.5%,-6.7%,-4.1%,-0.6%,-2.7%,i,i,-2.3%[9.22 µM],i,i
Cn1c(=O)n(Cc2ccccc2F)c(=O)c2c1nc1n2CCCN1CCc1ccccc1,3.0%[0.369 µM],-4.7%,.,-4.6%,-13.4%,8.5%,i,i,-2.1%,?,i
CCNS(=O)(=O)c1ccc(NC(=O)c2ccccc2OCC)cc1,0.3%,5.0%,1.2%,0.0%,?,-2.4%,i,i,-2.0%,i,i
COc1ccc(N(CC(=O)NCc2cccnc2)S(=O)(=O)c2c(C)nn(C)c2C)cc1,0.1%,-0.2%,11.8%,4.7%,1.1%,-9.9%,.,.,0.0%,.,.
CCOc1ccc(N(CC(=O)OC)S(=O)(=O)c2ccc(OC)c(OC)c2)cc1,-2.8%,-1.4%,28.3%,-1.1%,15.7%,-4.1%,.,.,-4.5%,.,.
O=C(NCC1CCNCC1)c1ccncc1,3.0%,-3.2%,-1.3%,0.6%,-5.9%,-0.8%,i,i,-2.7%,i,i
O=C(C1CC1)N1CCCN(C(=O)C2CC2)CC1,0.1%[9.22 µM],-3.9%,7.9%,-1.4%,13.5%,2.4%,.,.,-4.2%,.,.
O=C(CSc1nnc(-c2cccs2)o1)N1CCCCC1,-0.3%,-4.1%,8.7%,-2.5%,-11.1%,9.1%,.,.,1.9%,.,.
CSc1ncc(Cl)c(C(=O)C(C#N)c2nc3c(C)cc(C)cc3c(=O)[nH]2)n1 (stereo unspecified),-2.3%,-0.1%,3.2%,-20.9%,-7.2%,0.2%,?,i,-1.1%,i,i
COc1cccc(OCC(O)CN2CCOCC2)c1 (stereo unspecified),-0.4%,-0.4%,-4.5%,1.4%,4.6%,2.4%,i,i,-2.0%,i,i
Clc1ccc(CSc2ncnc3c2ncn3[C@@H]2CCCCO2)cc1,0.8%[9.22 µM],-0.5%[11 µM],-0.4%[9.17 µM],-2.1%[11.4 µM],-8.0%[11.4 µM],-13.5%[11.4 µM],i,i,0.0%[9.22 µM],?,i
CCC1CCCCN1c1nc(-c2ccncc2)nc2ccccc12 (stereo unspecified),.,.,.,.,.,.,i,i,2.3%[20.6 µM],?,i
COc1ccccc1NC(=O)C1=C(C)NC(=O)NC1c1ccc(C)cc1 (stereo unspecified),-0.1%,-1.4%,-3.8%,6.2%,6.0%,-4.7%,.,.,.,.,.
Cc1sc2ncnc(Sc3nnnn3-c3ccc(Cl)cc3)c2c1C,-0.3%[57.5 µM],-0.6%,-4.7%,7.7%,23.0%,-5.5%,i,?,-1.9%,i,i
CCC(C)NC(=O)CSc1nnc(-c2ccncc2)n1-c1ccc(OC)cc1 (stereo unspecified),.,-1.8%,-1.2%,6.4%,9.0%,0.6%,i,i,1.0%,?,i
CCOC(=O)c1ccc(N=CC2=C(O)CC(c3ccco3)CC2=O)cc1 (stereo unspecified),.,.,.,.,.,.,i,i,9.2%[20.6 µM],?,i

# This is a subset; the hit share may differ from the screen's.
